MBNL1-CUG inh: MBNL1-poly(CUG) RNA binding inhibition; Potency, µM (top dose mostly 57.5 µM), without a hit: at the top dose activity change, negative = inhibition, hits mostly inhibitors; hit rate 0.036% among 280,000; TR-FRET MBNL1-His/biotin-(CUG)12 binding, 665/545 ratio; Q9NR56; active means well fitted inhibition curve with a large enough effect in the signal ratio, with a control signal flat, not every such curve was filed as active; inconclusive means small, poorly fitted or top-dose-only effect, or effect the other way, or a change in a side signal; inactive means no such curve, though single readings can be large or run the other way; the % refers to the signal ratio; further: on the % scale 0 is the no-effect control and ±100 the full control effect
Target sequence (Q9NR56 whole entry, looked up): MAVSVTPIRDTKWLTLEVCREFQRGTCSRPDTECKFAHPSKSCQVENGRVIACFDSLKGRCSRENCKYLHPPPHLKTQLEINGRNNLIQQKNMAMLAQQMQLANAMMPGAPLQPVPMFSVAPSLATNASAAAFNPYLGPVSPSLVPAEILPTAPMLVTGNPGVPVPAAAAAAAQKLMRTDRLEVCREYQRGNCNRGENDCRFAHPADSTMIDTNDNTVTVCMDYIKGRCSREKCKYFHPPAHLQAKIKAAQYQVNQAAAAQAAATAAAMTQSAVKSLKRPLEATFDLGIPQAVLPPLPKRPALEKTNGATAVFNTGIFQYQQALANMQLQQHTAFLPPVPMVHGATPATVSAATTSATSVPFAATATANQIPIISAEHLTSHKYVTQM
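Compound titration spanned 92 nM–58 uM against the MBNL1-His/biotin-(CUG)12 complex. After 60 min at room temperature with 5 nM streptavidin-XL665 and 0.055 ng/ul terbium anti-His, ratiometric 665/545 nm emission (Ex 340 nm) normalized to controls.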
ELG1 genotoxic: inducers of genotoxicity in HEK293T ELG1-luciferase cells; HEK293T ELG1-luciferase reporter, luminescence, 16 h; Potency, µM (top dose mostly 46 µM), for the others: top-dose activity change, positive = activation, most hits filed as activators; hit rate 1.3% among 330,000; AID 504466; further: % of control where 0% means no effect; nearly all actives have a fitted effect of over 60% in size
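16 hr compound incubation (37 °C, 5% CO2) of HEK293T cells carrying luciferase-tagged ELG1; luciferase then measured by ONE-Glo luminescence after 30 min at RT.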
NPC1 prom act: activates the NPC1 promoter; Huh7 NPC1 promoter luciferase reporter, 24 h; Potency, µM (top dose mostly 9.22 µM), for the others: top-dose activation, hits mostly activators; hit rate 2.4% among 320,000;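 further: % of control where 0% means no effect; nearly all actives have a fitted effect of over 60% in size; reporter is driven by a mutant NPC1 promoter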
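Huh7 cells stably carrying NPC1 promoter–luciferase, plated in Opti-MEM with 10% FBS for 2 h, were exposed to compound in DMSO for 24 h at 37 °C; luciferase reagent was added for 10 min and luminescence read.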
Rab9 promoter act: activates the Rab9 promoter; hit rate 2.8% among 320,000; Huh7 Rab9 promoter-luciferase reporter, luminescence, 24 h; Potency, µM (titrated, usually from 9.22 µM), for inactives: at the top dose activation, negative = inhibition, actives largely listed as activators; AID 485297; further: % of control where 0% means no effect; nearly all actives have a fitted effect of over 60% in size
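Stable Rab9-luc Huh7, 1500 cells/well, 2 h settle; cmpd in DMSO, 24 h, 37 °C/5% CO2; luciferase reagent 10 min RT; luminescence.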
BRCA1 expr act: BRCA1 expression activation; hit rate 1.1% among 380,000; Potency, µM (series often up to 46.1 µM), without a hit: at the top dose activation, usual class: activators; MCF7-BRCA1-FFLuc reporter, luminescence, 48 h; response scale: scaled: vehicle 0%, 10 µM genistein 100%; further: nearly all actives have a fitted effect of over 80% in size; some results filed as inactive show a strong effect at the top dose
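Compounds are tested at multiple concentrations on MCF7 BRCA1-luciferase reporter cells seeded at 2000 per well; after 48 h, a single luminescence end-point is taken and curves fitted to the normalized data.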
RORgamma inh: ROR gamma (mouse) transcription inhibition; P51450; Drosophila S2 Gal4-RORgamma UAS-luciferase reporter, 20 h; Potency, µM (series often up to 53.6 µM), for inactives: at the highest dose activity change, negative = inhibition, hits mostly inhibitors; hit rate 5.4% among 310,000; AID 2551; further: on the % scale 0 is the no-effect control and ±100 the full control effect; nearly all actives have a fitted effect of over 60% in size
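Using a luciferase readout, inhibitors were identified by reduced reporter activity in Drosophila cells coexpressing a copper-inducible Gal4–ROR gamma fusion and UAS-driven Photinus luciferase, incubated 20 hr after 700 uM copper sulfate.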
p53 reactivation: mutant p53 re-activation in reporter cells | Potency, µM (top dose mostly 92.2 µM), for inactives: at the top dose activity change, positive = activation, hits mostly activators | H1299 p53-A138V BP100-luciferase reporter, luminescence, 24 h | hit rate 0.063% among 320,000; further: % of control where 0% means no effect; nearly all actives have a fitted effect of over 45% in size
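H1299 (p53-null), stable ts p53-A138V + BP100-Luc; 1000 cells/well, Opti-MEM/10% FBS; cpd 4 pt, 1:5; 24 h, 37 deg C, 5% CO2; detection reagent 10 min RT; luminescence.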
Gal4-VP16 FLuc: counter-screen for ROR gamma inhibitors: Gal4-VP16 reporter. Drosophila S2 Gal4-VP16 UAS-luciferase, luminescence, 20 h. hit rate 3.5% among 310,000. Potency, µM (titrated, usually from 53.6 µM), for inactives: at the top dose activity, negative = inhibition, most hits filed as inhibitors. AID 2546;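 further: Gal4-VP16 expression switched on by copper sulfate through the metallothionein promoter; on the % scale 0 is the no-effect control and ±100 the full control effect; nearly all actives have a fitted effect of over 50% in size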
uPA generation: cell surface uPA generation inhibition; AID 540303; hit rate 0.31% among 330,000; Potency, µM (doses to about 38.3 µM), inactives show at the top dose activity change, negative = inhibition, usual class: inhibitors; cell surface uPA generation assay, qHTS; active means well fitted inhibition curve with a large enough effect; inconclusive means small, poorly fitted or top-dose-only effect; inactive means no such curve, though single readings can be large or run the other way; tested in mouse RAW 264.7 cells; further: on the % scale 0 is the no-effect control and ±100 the full control effect; nearly all actives have a fitted effect of over 55% in size
FLuc counter: counter-screen for miR-21 project: firefly luciferase inhibitors or activators; P08659; purified FLuc, Km substrates, luminescence inhibition; Potency, µM (doses to about 57.5 µM), without a hit: top-dose activity change, negative = inhibition, actives largely listed as inhibitors; hit rate 6.9% among 360,000; AID 588342;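 further: plate controls were vehicle for no effect and reference inhibitor for full effect; nearly all actives have a fitted effect of over 55% in size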
Target sequence (P08659 whole entry, looked up): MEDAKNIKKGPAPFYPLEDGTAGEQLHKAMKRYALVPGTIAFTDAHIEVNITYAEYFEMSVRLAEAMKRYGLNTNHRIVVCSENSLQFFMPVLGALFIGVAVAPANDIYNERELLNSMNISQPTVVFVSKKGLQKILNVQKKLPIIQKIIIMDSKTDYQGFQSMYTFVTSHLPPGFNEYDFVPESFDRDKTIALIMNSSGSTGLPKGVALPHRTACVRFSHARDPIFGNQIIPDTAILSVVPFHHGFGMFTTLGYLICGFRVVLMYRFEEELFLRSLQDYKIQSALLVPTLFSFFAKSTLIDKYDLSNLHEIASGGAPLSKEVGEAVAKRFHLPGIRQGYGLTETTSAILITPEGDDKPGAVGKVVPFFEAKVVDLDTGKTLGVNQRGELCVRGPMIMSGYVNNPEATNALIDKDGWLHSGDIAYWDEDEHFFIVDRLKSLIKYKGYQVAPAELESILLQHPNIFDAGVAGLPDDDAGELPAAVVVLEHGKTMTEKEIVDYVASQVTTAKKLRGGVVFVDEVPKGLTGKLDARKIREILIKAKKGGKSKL
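Purified P. pyralis luciferase (10nM final) with 10uM D-luciferin and 10uM ATP (Km levels) in 50mM Tris acetate pH 7.5, 10mM Mg acetate, 0.01% Tween-20, 0.05% BSA; qHTS 6-point titration, ~60 µM downward; luminescence read.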
Numbers without * were called inactive; ? = inconclusive; / = no result given; & = joins results of further samples; [ ] = dose if it differs, or a comment. Unless noted, the call rests on the fitted dose curve; in most records, active means well fitted curve in the direction sought with a large enough effect; inconclusive means small, poorly fitted or top-dose-only effect, or another doubt; inactive means no such curve, though single readings can be large; an effect the other way counts as inactive or inconclusive. Potency means the concentration at half of the fitted maximal effect.

SMILES	MBNL1-CUG inh	ELG1 genotoxic	NPC1 prom act	Rab9 promoter act	BRCA1 expr act	RORgamma inh	p53 reactivation	Gal4-VP16 FLuc	uPA generation	FLuc counter
O=C(NCCc1ccccc1)c1ncn[nH]1	-2%	13%	0%	-6%	8%	-12%	10%	-12%	/	1%
O=C(Oc1ccc2c(c1)OCO2)C12CC3CC(CC(C3)C1)C2	?	-1%	1%	-3%	19%	14%	-7%	-9%	-5%	?
COc1cccc(-c2nn(C)c3sc(C(=O)NCc4ccccn4)cc23)c1	3%	-13%	2%	-2%	-56%	12%	-10%	-20%	-9%	?
N=c1c(C(=O)NC2CCCC2)cc2c(=O)n3ccccc3nc2n1Cc1ccccc1	?	-1%	-3%	-2%	-2%	4%	2%	-16%	6%	1%
CC(=O)Nc1ccc(S(=O)(=O)N(C)CC(=O)OCC(=O)N2CCCC2=O)cc1	/	6%	0%	1%	6%	/	-5%	/	1%	-1%
CN(C)S(=O)(=O)c1ccc(C(=O)NCc2nnc(SCC(=O)NCc3ccco3)o2)cc1	1%	1%	-2%	18%	-7%	-16%	18%	4%	12%	4%
CC(=O)Nc1ccc(NC(=O)C2CCCCN2S(=O)(=O)c2ccc(C(C)(C)C)cc2)cc1 (stereo not given)	-4%	-22%	3%	6%	-52%	36%	9%	3%	-6%	-15%
CCc1ccc(CN(C)C(=O)CCc2nnc(CCc3ccccc3OC)o2)nc1	31%[activator]	-2%	-3%	0%	0%	33%	-4%	-17%	3%	0%
CCCc1cc(=O)oc2c(CN3CCOCC3)c(O)ccc12	32%[activator]	-1%	-2%	2%	-14%	22%	-6%	1%	-5%	-9%
CCCCCCC(=O)N1C/C=C\C(c2ccc(OC)cc2)N(Cc2ccc(F)cc2)C(=O)C1 (stereo not given)	-9%	-6%	-10%	-5%	-23%	?	0%	4%&-16%	-10%	-1%
COc1cccc(NC(=O)CCN2CCN(c3ccccc3F)CC2)c1	-4%	-5%	-1%	-5%	-5%	5%	-3%	11%	7%	4%
CCN(CC)CCCN(C(=O)c1cccs1)c1nc(-c2ccc(OC)cc2)cs1	-1%	1%	1%	-5%	-37%	-9%	0%	-17%	/	4%
Cc1cc(C=O)c(C)n1-c1ccc(N2CCOCC2)c([N+](=O)[O-])c1	17%	-2%	-4%	-2%	-23%	-23%	-5%	4%	5%	0%
COC(=O)C1(C)NC(c2ccccc2OC)C2C(=O)N(c3ccccc3)C(=O)C21 (stereo not given)	-3%	-2%	1%	-4%	-1%	30%	/	0%	-9%	11%
COc1ccc(Nc2nc(NCc3ccco3)nc(N/N=C/c3ccccc3F)n2)cc1	-9%	-6%	-1%	-4%	-36%	-24%	-4%	-18%	-9%	-18%
CCN(CC(=O)Nc1c(F)cccc1F)C(=O)c1ccc(N2C(=O)c3ccccc3C2=O)cc1	/	0%	-2%	-1%	0%	/	6%	/	-5%	-1%
O=C(CCCCCn1c(=S)[nH]c2ccccc2c1=O)NCc1ccc2c(c1)OCO2	17%	1%	-2%	2%	-18%	?	-6%	-25%	-5%	3%
CNC(=S)N(Cc1cc2cc(C)ccc2n2nnnc12)CC(C)(C)CN(C)C	-6%	-2%	-6%	-3%	-18%	-39%	2%	-9%	13%	3%
CCCSc1ccc([C@H]2N[C@@](Cc3ccccc3)(C(=O)OC)[C@H]3C(=O)N(C)C(=O)[C@@H]23)cc1	/	-2%	/	/	0%	/	-2%	/	?	/
O=c1[nH]ncc(N/N=C\c2ccc(O)cc2O)c1Cl	?	?	0%	-1%	-32%	-9%	0%	6%	-3%	?
CC(C)C(NC(=O)c1c(F)cccc1F)C(=O)OCN1C(=O)c2ccccc2C1=O (stereo not given)	/	1%	-3%	-1%	7%	/	1%	/	0%	-2%
CSc1ccccc1NC(=O)Nc1cccc(Cl)c1	-9%	1%	11%	13%	39%	0%	3%	0%	/	24µM*
CCC(=O)c1ccc(OCC(=O)OCC(=O)c2cc(C)n(C)c2C)cc1	-5%	-2%	-3%	-2%	-1%	0.89µM*	4%	1.3µM*	10%	0%
CCN1C(=NCCc2ccc(Br)cc2)N[C@@H](c2ccccc2)[C@H](C(=O)OC)[C@H]1C	-9%	-4%	-2%	-5%	-9%	-6%	-1%	-1%	-1%	1%
COc1cccc2c(Cl)c(CC=C(Cl)Cl)c(C)nc12	6%	-7%	-2%	-9%	-4%	-8%	3%	5%	-1%	-12%

More compounds:
SMILES	MBNL1-CUG inh	ELG1 genotoxic	NPC1 prom act	Rab9 promoter act	BRCA1 expr act	RORgamma inh	p53 reactivation	Gal4-VP16 FLuc	uPA generation	FLuc counter
CN(C)C(CNC(=O)c1ccc(C2SCCS2)cc1)c1ccccc1 (stereo not given)	-2%	17%	22%	12%	0%	4%	?	2%	-2%	17µM*
CCOC(=O)CSc1nnc(-c2cccc(Cl)c2)n1CC	1%	9%	1%	2%	-32%	-9%	2%	-1%	2%	0%
CCn1c(=O)c2ccccc2n(Cc2ccc([N+](=O)[O-])cc2)c1=O	20%	0%	0%	0%	-16%	22%	3%	-1%	-27%	1%
COc1cc(Cl)ccc1OCc1cc(C(=O)N(C)C2CC(C)(C)NC(C)(C)C2)no1	-7%	-4%	-2%	1%	-9%	-28%	22%	2%	-23%	1%
Cc1nc2c(C#N)cnn2c2c1CCN2CC1CCCO1 (stereo not given)	2%	6%	0%	-1%	0%	1%	-4%	1%	-8%	-1%
N#CC1=C(C2CC2)CC(c2ccccc2)C(C#N)=C1N (stereo not given)	19%	-6%	0%	-2%	-40%	-7%	-1%	15%	2%	1%
CCN(CC)C(=O)CSc1nc(-c2cccs2)cc(-c2cccs2)c1C#N	234%[activator]	-13%	-5%	-10%	-54%	7%	27%	-2%	-9%	0%
Cc1cc(NS(=O)(=O)c2ccc(NC(=O)CCN3C(=O)c4ccccc4C3=O)cc2)no1	18%	3%	-3%	-4%	7%	?	-9%	-4%	/	1%
C1CN=C(NC23CC4CC(CC(C4)C2)C3)C1	3%[11.5 µM]	-1%	-1%	-6%	19%	14%	-8%	-1%	5%	-1%
Cc1ccc(-n2ncc3c(=O)[nH]c(SCC(=O)N4CCOCC4)nc32)cc1	2%	-2%	2%	-5%	-21%	-28%	1%	-5%	2%	4%
CCOC(=O)CSc1nnc(-c2cccnc2)o1	-4%	1%	0%	-6%	-1%	3%	5%	-5%	8%	2%
CCCCn1c(N)c(N(CC(C)C)C(=O)CC2CCCCC2)c(=O)[nH]c1=O	/	-2%	6%	-1%	-19%	/	-4%	/	-1%	1%
CNC(=S)N/N=C(\C)c1ccc(Cl)s1	18%	1%	-1%	-8%	-2%	0.4µM*	2%	1.1µM*	-5%	8%
COCCN(CC(=O)NCc1ccc(F)cc1)C(=O)CCC(=O)Nc1ccccn1	-5%	-3%	-2%	4%	-1%	3%	-2%	-1%	1%	0%
O=C(COC(=O)/C=C/c1ccccc1)Nc1cccc(Oc2ccccc2)c1	-3%	-2%	-3%	3%	18%	24%	-5%	?	8%	-10%
COc1ccc(CCNC(=O)c2c(-c3ccccc3Cl)noc2C)cc1	11%	-7%	-2%	-2%	-3%	10%	-5%	11%	-4%	0%
Cc1nc(NC(=O)c2ccccc2)sc1Cc1ccc2c(c1)OCO2	7%	8%	12%	29%	69%	13µM*	?	?	-13%	?
OC1CN=C2CCCc3c2n(c2ccc(Cl)cc32)C1 (stereo not given)	?	-5%	-5%	1%	-19%	14%	-5%	1%	4%	3%[2.3 µM]
CN(Cc1ccc(Cl)cc1Cl)C(=O)CNC(=O)c1ccc2c(c1)OCO2	/	-1%	-2%	-2%	0%	/	-5%	/	0%	3%

Looked up above:
BRCA1 expr act result of O=c1[nH]ncc(N/N=C\c2ccc(O)cc2O)c1Cl reads -32%
ELG1 genotoxic result of CN(C)C(CNC(=O)c1ccc(C2SCCS2)cc1)c1ccccc1 (stereo not given) reads 17%
ELG1 genotoxic result of COc1ccc(Nc2nc(NCc3ccco3)nc(N/N=C/c3ccccc3F)n2)cc1 reads -6%

Some of these compounds in order of the p53 reactivation value, low to high.
| smiles | NPC1 prom act | Rab9 promoter act | RORgamma inh | p53 reactivation | uPA generation |
| --- | --- | --- | --- | --- | --- |
| COCCN(CC(=O)NCc1ccc(F)cc1)C(=O)CCC(=O)Nc1ccccn1 | -2% | 4% | 3% | -2% | 1% |
| CCN1C(=NCCc2ccc(Br)cc2)N[C@@H](c2ccccc2)[C@H](C(=O)OC)[C@H]1C | -2% | -5% | -6% | -1% | -1% |
| O=C(NCCc1ccccc1)c1ncn[nH]1 | 0% | -6% | -12% | 10% | / |

Part of the list above, reduced to FLuc counter, ELG1 genotoxic and p53 reactivation:
SMILES	FLuc counter	ELG1 genotoxic	p53 reactivation
N=c1c(C(=O)NC2CCCC2)cc2c(=O)n3ccccc3nc2n1Cc1ccccc1	1%	-1%	2%
CC(=O)Nc1ccc(S(=O)(=O)N(C)CC(=O)OCC(=O)N2CCCC2=O)cc1	-1%	6%	-5%
